# TRPV1 ag: agonists of human vanilloid receptor 1 (TRPV1) | Q8NER1 | TRPV1-expressing cells, Fluo-8 calcium influx, agonist mode | activation, % at 8.33 µM | 0.19% of 320,000 active | AID 540275; in the data active means activation above about 80%; inconclusive means between about 30% and that limit; further: 0% is about no effect
#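 Fluo-8 calcium influx in TRPV1-expressing cells, kinetic read (ex 480/em 520 nm). Compound added and read 3 min for agonist activity, followed by capsaicin at EC20 final and 2 min further read for enhancement.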
# p53 reactivation: restores transcriptional activity of mutant p53; Potency, µM (highest dose often 92.2 µM), inactives show top-dose activity change, positive = activation, hits mostly activators; 0.063% of 320,000 active; H1299 p53-A138V BP100-luciferase reporter, luminescence, 24 h; further: potency means the concentration at half of the fitted maximal effect; % of control where 0% means no effect; nearly all actives have a fitted effect of over 45% in size
#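 H1299 (p53-null), stable ts p53-A138V + BP100-Luc; 1000 cells/well, Opti-MEM/10% FBS; cpd 4 pt, 1:5; 24 h, 37 deg C, 5% CO2; detection reagent 10 min RT; luminescence.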
# B2AR arrestin: beta2AR (human) beta-arrestin recruitment activity. P07550. beta-arrestin recruitment to beta2AR, cell-based reporter. Potency, µM (series often up to 46.1 µM), inactives show at the highest dose activation, hits mostly activators. 0.02% of 330,000 active;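 further: potency means the concentration at half of the fitted maximal effect; 0% = DMSO controls and full agonism = EC100 isoproterenol or metaproterenol; nearly all actives have a fitted effect of over 65% in size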
# Target sequence (P07550 whole entry, looked up): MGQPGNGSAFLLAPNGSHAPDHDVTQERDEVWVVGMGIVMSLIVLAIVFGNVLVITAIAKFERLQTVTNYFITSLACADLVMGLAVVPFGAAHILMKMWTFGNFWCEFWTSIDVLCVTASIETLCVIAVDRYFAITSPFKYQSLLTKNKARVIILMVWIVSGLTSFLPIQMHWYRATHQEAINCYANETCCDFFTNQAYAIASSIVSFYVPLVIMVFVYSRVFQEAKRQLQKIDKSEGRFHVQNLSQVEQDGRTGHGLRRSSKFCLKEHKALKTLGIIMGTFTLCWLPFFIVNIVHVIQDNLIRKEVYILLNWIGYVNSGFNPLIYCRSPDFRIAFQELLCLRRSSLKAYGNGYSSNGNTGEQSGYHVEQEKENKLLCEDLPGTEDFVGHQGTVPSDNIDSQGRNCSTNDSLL
# TSG101-PTAP inh: blocks PTAP/TSG101 interaction to inhibit HIV-1 budding; Q99816; Fluorescence polarization, FITC-PTAP peptide / Tsg101 binding; Potency, µM (doses to about 115 µM), for the others: top-dose activity change, negative = inhibition, most hits filed as inhibitors; 340,000 tested, under 10 active; AID 493005; active means well fitted inhibition curve with a large enough effect in the main read-out, with a control signal flat, not every such curve was filed as active; inconclusive means small, poorly fitted or top-dose-only effect, or effect the other way, or a change in a side signal; inactive means no such curve, though single readings can be large or run the other way; further: potency means the concentration at half of the fitted maximal effect; % of control where 0% means no effect
# Target sequence (Q99816 whole entry, looked up): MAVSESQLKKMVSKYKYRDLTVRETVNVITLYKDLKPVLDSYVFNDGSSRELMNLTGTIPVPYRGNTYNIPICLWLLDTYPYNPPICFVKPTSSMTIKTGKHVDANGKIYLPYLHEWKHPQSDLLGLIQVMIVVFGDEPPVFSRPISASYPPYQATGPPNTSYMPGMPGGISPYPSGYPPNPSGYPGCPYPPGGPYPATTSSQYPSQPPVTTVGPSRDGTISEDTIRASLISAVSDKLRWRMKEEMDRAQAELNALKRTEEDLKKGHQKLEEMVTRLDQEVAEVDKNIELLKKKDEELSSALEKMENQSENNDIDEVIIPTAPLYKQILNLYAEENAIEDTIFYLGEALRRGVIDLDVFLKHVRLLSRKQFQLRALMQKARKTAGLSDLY
#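 Steps: Tsg101 binding domain dispensed (10 uM final), compounds pinned in DMSO, FITC-labeled PTAP-motif peptide added (50 nM final); after 20 min binding at room temperature, polarization measured.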
# CXXC DNA block: blocks binding of human MLL CXXC domain to DNA; Q03164; MLL-CXXC / FITC-HOXA9 DNA fluorescence polarization; Potency, µM (top dose mostly 115 µM), for inactives: at the highest dose activity change, negative = inhibition, most hits filed as inhibitors; 0.037% of 290,000 active; AID 2662; active means well fitted inhibition curve with a large enough effect in the polarisation, with a control signal flat, not every such curve was filed as active; inconclusive means small, poorly fitted or top-dose-only effect, or effect the other way, or a change in a side signal; inactive means no such curve, though single readings can be large or run the other way; the % refers to the polarisation; further: potency means the concentration at half of the fitted maximal effect
#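 Steps: dispense CXXC domain solution (7 uM) → pin compounds or unlabeled HOX-A9 DNA control → 5 min ambient → add FLSN-HOX-A9 solution (50 nM) → spin → 30 min ambient → fluorescence polarization. Tris pH 7.5/NaCl/DTT/BSA buffer.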
# A-T KAP1 phos: potential ataxia-telangiectasia treatments restoring KAP-1 phosphorylation | […] A-T fibroblasts, KAP-1 phosphorylation AlphaLISA; neocarzinostatin DNA damage 30 min before lysis | Potency, µM (top dose mostly 57.5 µM), for inactives: top-dose activation, actives largely listed as activators | 0.19% of 320,000 active | AID 485349; further: potency means the concentration at half of the fitted maximal effect; % of control where 0% means no effect; nearly all actives have a fitted effect of over 45% in size
#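 ATM-like activity read as KAP-1 phosphorylation via AlphaLISA donor/acceptor antibody pairs after lysis and 6 hr at 25C. Cells were ATM-null patient fibroblasts ([…], hTERT), dosed 60 min, then exposed to the DSB inducer NCS for 30 min.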
# Integrin act MD: activators of alpha7 integrin expression for muscular dystrophy; Potency, µM (top dose mostly 38.3 µM), without a hit: at the top dose activation, hits mostly activators; alpha7betagal myoblasts, beta-gal FDG fluorescence, 48 h; 0.064% of 350,000 active;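 further: potency means the concentration at half of the fitted maximal effect; 100% = response of the positive control SU9516; nearly all actives have a fitted effect of over 60% in size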
#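 Alpha7betagal+/- myoblasts (passage 13) were plated 16-24 hr, then exposed to compounds (1:260 dilution of DMSO stock) for 48 hours at 37C. After MPER lysis, β-galactosidase reporter activity was read as FDG fluorescence (ex 480/em 540) after 30 minutes.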
# BRCA1 expr up: BRCA1 expression activation | Potency, µM (series often up to 46.1 µM), without a hit: at the top dose activation, usual class: activators | 1.1% of 380,000 active | AID 624202 | MCF7-BRCA1-FFLuc reporter, luminescence, 48 h; response scale: scaled: vehicle 0%, 10 µM genistein 100%; further: potency means the concentration at half of the fitted maximal effect; nearly all actives have a fitted effect of over 80% in size; some results filed as inactive show a strong effect at the top dose
#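 MCF7-BRCA1-FFLuc, 2000 cells/well; 2 h attach, 37 °C/5% CO2; compound 48 h; luciferase substrate 15 min; luminescence end-point. Norm. to genistein 10 microM max activation and DMSO; concentration-response curves fitted.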
# TCR act: activates T cell receptor signaling; primary human leukocytes, anti-CD3, IL-2 HTRF, 48 h; Potency, µM (highest dose often 9.22 µM), without a hit: at the highest dose activation of IL-2 secretion, usual class: activators; 330,000 tested, under 10 active; AID 504894; further: % of control where 0% means no effect
#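 IL-2 release read by HTRF sandwich (Eu cryptate donor, d2 acceptor, 665 nm emission) after 48 hr exposure of primary human leukocytes to compound together with anti-CD3 beads in the absence of co-stimulatory signals.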
# ELG1 repair inh: ELG1-dependent DNA repair inhibition; HEK293T ELG1-luciferase reporter, luminescence, 16 h; DNA damage induced by 5-fluorouridine; Potency, µM (top dose mostly 46.1 µM), without a hit: at the top dose activity change, negative = inhibition, hits mostly inhibitors; 2.3% of 330,000 active; further: potency means the concentration at half of the fitted maximal effect; on the % scale 0 is the no-effect control and ±100 the full control effect; nearly all actives have a fitted effect of over 55% in size
#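 Cells (2,000 per well) received 5-fluorouridine plus test compound or DMSO and were incubated 16 hr at 37 °C, 5% CO2. Luciferase activity was read by luminescence 30 min after ONE-Glo addition; signal suppression marked inhibition of damage-induced ELG1 function.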
# Numbers without * were called inactive; ? = inconclusive; nt = not tested or not shown; [ ] = dose if it differs, or a comment. Unless noted, the call rests on the fitted dose curve; in most records, active means well fitted curve in the direction sought with a large enough effect; inconclusive means small, poorly fitted or top-dose-only effect, or another doubt; inactive means no such curve, though single readings can be large; an effect the other way counts as inactive or inconclusive.
SMILES,TRPV1 ag,p53 reactivation,B2AR arrestin,TSG101-PTAP inh,CXXC DNA block,A-T KAP1 phos,Integrin act MD,BRCA1 expr up,TCR act,ELG1 repair inh
CCOc1ccc(Cc2nnc(SCC(=O)Nc3ccc(C(C)=O)cc3)[nH]c2=O)cc1,-1,13%,0.1%,-2%,nt,17%,-32%,33%,-2%,3%
Cc1cc(O)c(-c2cc(C(=O)Nc3ccc(S(=O)(=O)N4CCOCC4)cc3)[nH]n2)cc1C,1,-15%,0.0%,?,15%,-4%,-52%[inhibitor],-86%[inhibitor],-11%,?
CCC(C)Cn1c(O)cc2nn(-c3nc4ccccc4s3)c(=O)c-2c1C (centres undefined),-1,-5%,0.1%,2%,?,-18%,-23%,-68%[inhibitor],-3%,?
NS(=O)(=O)c1ccc(CCNC(=S)NC2CCCC2)cc1,1,5%,-0.3%,-4%,-9%,1%,6%,-2%,7%,12%
NS(=O)(=O)c1ccc(CNC(=O)c2ccc(NS(=O)(=O)c3cccs3)cc2)cc1,nt,-2%,-0.1%,-5%,nt,1%,-14%,-15%,-5%,?
CCCn1c(SCC(=O)Nc2sc(C)c(C)c2C#N)nnc1C(C)C,-4,-11%,3.0%,-7%,2%,4%,-9%,-15%,0%,21µM*
O=C(CCCCCNC(=S)Nc1ccccc1)C[N+](=O)[O-],0,8%,0.2%,-3%,3%,3%,20%,-21%,-4%,-11%
COC(=O)C(C(=O)OC)c1ccc(NC(=O)c2cccc(Cl)c2)cc1,6,0%,-0.5%,2%,12%,-1%,5%,58%,6%,?
O=C(Cn1cnc2ccccc2c1=O)NCC1COc2ccccc2O1 (centres undefined),0,-7%,0.1%,-6%,0%,-2%,18%,4%,-1%,0%
O=C(O)c1cccc(Nc2ccncc2[N+](=O)[O-])c1,4,3%,0.4%,-1%,0%,-14%,1%,1%,-1%,6%
O=C(CSc1nnc(-c2ccccn2)n1-c1ccc(Cl)cc1)Nc1ccc2c(c1)OCO2,2,0%,0.0%,1%,7%,7%,18%,2%,5%,?
Cc1cccc(NC(=O)CCS(=O)(=O)c2ccc(Cl)cc2)c1,3,-6%,0.1%,-5%,3%,11%,7%,-2%,-4%,2%
COc1cc2c(cc1OC)C(c1ccco1)CC(=O)N2 (centres undefined),-3,2%,-0.5%,-7%,5%,-8%,18%,1%,-16%,?
CCOP(=O)(c1ccc(N(C)C)cc1)C(O)c1ccccc1F (centres undefined),0,24%,0.1%,-5%,-1%,-10%,38%,-7%,2%,8%
CCOC(=O)C(C)NC(=O)CCc1nnc2ccc(N3CCCCC3)nn12 (centres undefined),-1,-2%,0.0%,-3%,4%,4%,16%,-15%,7%,-4%
CCCCCC(=O)NC(=S)NC1C2CC3CC(C2)CC1C3 (centres undefined),24,27%,-0.7%,1%,-3%,-8%,-39%,-74%[inhibitor],-6%,13%
COc1cccc(NC2C=CS(=O)(=O)C2)c1 (centres undefined),1,6%,0.4%,-3%,10%,-5%,-11%,-3%,-5%[46.1 µM],-12%
CCOC(=O)N1CCN(C(=O)CSCc2nc(-c3ccccc3C)oc2C)CC1,6,4%,-0.2%,-8%,-7%,-2%,-39%,-23%,1%,?
COc1ccc(-n2nc(C(=O)NCC(=O)NCCC3=CCCCC3)c3ccccc3c2=O)cc1,3,-7%,0.3%,-2%,-2%,-3%,0%,-25%,2%,16µM*
CCCCC(=O)NNC(=O)CC(=O)Nc1ccccc1C(=O)O,0,5%,0.0%,-5%,-5%,-1%,0%,0%,-1%,14%

# Eleven compounds from above, arranged by molar mass, descending:
SMILES,TRPV1 ag,p53 reactivation,B2AR arrestin,TSG101-PTAP inh,CXXC DNA block,A-T KAP1 phos,Integrin act MD,BRCA1 expr up,TCR act,ELG1 repair inh
COc1ccc(-n2nc(C(=O)NCC(=O)NCCC3=CCCCC3)c3ccccc3c2=O)cc1,3,-7%,0.3%,-2%,-2%,-3%,0%,-25%,2%,16µM*
Cc1cc(O)c(-c2cc(C(=O)Nc3ccc(S(=O)(=O)N4CCOCC4)cc3)[nH]n2)cc1C,1,-15%,0.0%,?,15%,-4%,-52%[inhibitor],-86%[inhibitor],-11%,?
NS(=O)(=O)c1ccc(CNC(=O)c2ccc(NS(=O)(=O)c3cccs3)cc2)cc1,nt,-2%,-0.1%,-5%,nt,1%,-14%,-15%,-5%,?
CCOc1ccc(Cc2nnc(SCC(=O)Nc3ccc(C(C)=O)cc3)[nH]c2=O)cc1,-1,13%,0.1%,-2%,nt,17%,-32%,33%,-2%,3%
CCOC(=O)N1CCN(C(=O)CSCc2nc(-c3ccccc3C)oc2C)CC1,6,4%,-0.2%,-8%,-7%,-2%,-39%,-23%,1%,?
CCOC(=O)C(C)NC(=O)CCc1nnc2ccc(N3CCCCC3)nn12 (centres undefined),-1,-2%,0.0%,-3%,4%,4%,16%,-15%,7%,-4%
CCC(C)Cn1c(O)cc2nn(-c3nc4ccccc4s3)c(=O)c-2c1C (centres undefined),-1,-5%,0.1%,2%,?,-18%,-23%,-68%[inhibitor],-3%,?
COC(=O)C(C(=O)OC)c1ccc(NC(=O)c2cccc(Cl)c2)cc1,6,0%,-0.5%,2%,12%,-1%,5%,58%,6%,?
O=C(Cn1cnc2ccccc2c1=O)NCC1COc2ccccc2O1 (centres undefined),0,-7%,0.1%,-6%,0%,-2%,18%,4%,-1%,0%
O=C(CCCCCNC(=S)Nc1ccccc1)C[N+](=O)[O-],0,8%,0.2%,-3%,3%,3%,20%,-21%,-4%,-11%
COc1cccc(NC2C=CS(=O)(=O)C2)c1 (centres undefined),1,6%,0.4%,-3%,10%,-5%,-11%,-3%,-5%[46.1 µM],-12%

# Next section:
SMILES,TRPV1 ag,p53 reactivation,B2AR arrestin,TSG101-PTAP inh,CXXC DNA block,A-T KAP1 phos,Integrin act MD,BRCA1 expr up,TCR act,ELG1 repair inh
CCC1(c2ccc(F)cc2)NC(=O)N(CC(=O)NC2CCCC(C)C2C)C1=O (centres undefined),nt,0%,-0.2%,2%,nt,1%,31%,-20%,-2%,8%
C=CCc1c(C)[nH]c2ccc(C)cc2c1=O,9,?,-0.1%,-5%,2%,-11%,?,102%,3%,?
O=C(Nc1cccc(Cl)c1)Nc1ccccc1C(=O)O,-5,?,-0.6%,0%,-1%,20%,34%,?,0%,?
CCOC(=O)c1c(C)[nH]c(C2=NNC(=Nc3ccccc3OC)SC2)c1C,-2,?,-0.1%,1%,-2%,-3%,-14%,-21%,-2%[46.1 µM],?
CCOc1ccccc1NC(=O)c1cc(S(=O)(=O)N2CCC3(CC2)OCCO3)ccc1F,-4,7%,-0.1%,nt,10%,1%,0%,2%,nt,-3%
COc1ccc(C(C)(C)C)cc1NC(=O)CCCN1C(=O)NC(C)(C)C1=O,4,-17%,-0.6%,-5%,nt,3%,-15%,-3%,1%,21%
CN(C)Cc1c[nH]c2nc[nH]c(=O)c12,nt,nt,nt,-5%,nt,nt,-40%[inhibitor],-7%,1%,nt
CCN(CC)c1ccc(S(=O)(=O)N2CCCCC2)cc1NC(=O)CSCc1c(C)noc1C,nt,nt,nt,-6%,nt,nt,43%,-43%,-1%,nt
Cc1cc(C)c(OCCNC(=O)c2ccccc2Sc2ccccc2C#N)c(C)c1,-2,1%,-0.1%,-11%,6%,2%,-30%,-44%,13%[46.1 µM],?
COc1ccccc1C(=O)N1CCN(Cc2nc3cc([N+](=O)[O-])ccc3n2C)CC1,-3,2%,-1.1%,3%,?,3%,18%,-2%,-3%,?
CN(CC(=O)Nc1ccc(S(=O)(=O)N2CCCC2)cc1)CC(=O)Nc1cccc(F)c1,2,-4%,0.1%,-2%,17%,2%,15%,-26%,-6%,?
ClC1(CNc2ccccc2)CCN(Cc2ccccc2)CC1,nt,nt,nt,2%,nt,nt,-46%[inhibitor],0%,3%,nt
CCCCCCCC(=O)N/N=C/c1ccco1,20,-2%,-0.7%,-8%,5%,-7%,-20%,-24%,0%,-1%
COc1ccc2c(c1)CCCC2=O,nt,nt,nt,-2%,nt,nt,26%,-8%,3%,nt
COc1ccc(C(=O)NC2CC3CCCC(C2)N3Cc2ccccc2)c(OC)c1 (centres undefined),1,24%,-1.1%,-1%,-2%,1%,-9%,0%,-20%,-13%
O=C1CCCC/C1=N\Nc1ccc(OCc2ccccc2)cc1,2,?,-1.7%,-2%,0%,-2%,9%,51%,-5%[46.1 µM],?
Cn1c(=O)c2[nH]c(N=NNc3ccccc3F)nc2n(C)c1=O,-1,-1%,-0.2%,-3%,44%[activator],3%,-10%,-8%,3%,?
COc1ccc(NC(=O)CN(C)C(=O)c2ccc(COc3ccccc3)cc2)cc1,8,1%,-0.3%,-1%,nt,-5%,?,6%,8%,-16%
